IDE inh = human IDE inhibitors in live cells, primary screen, fluorescence polarization, HEK cells, FAbetaB substrate; inhibition, % at 5.59 µM; Insulin-degrading enzyme (Homo sapiens), P14735; 0.41% of 320,000 active; AID 434962, 2010; FAbetaB cleavage;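 active means percent inhibition above the average of all tested compounds plus 3 SD, set per screening campaign, cut at about 16% in these data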;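 further: IDE supplied by intact live HEK cells; FP after avidin binding of uncleaved biotin substrate so inhibition keeps polarization high; 0% = DMSO wells and 100% = 60 µM reference IDE inhibitor Ii1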
pCIP destab = p/CIP-EGFP fusion destabilizers, primary screen, fluorescence, F442A cells; Q05BA5; 16 h; decrease of EGFP signal, % at 10 µM; 0.01% of 290,000 active; AID 1984, 2009;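 active means EGFP signal decrease of at least 30% at 10 µM or well 3 SD below plate mean, unless failing retest; inactive means the rest, including hits failing retest or dose response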; further: some compounds called inactive have numbers as strong as hits; many of its hits are not listed in these tables
IMP-1 inhibitor = IMP-1 metallo-beta-lactamase inhibitors, primary screen, biochemical, epi-absorbance readout, Pseudomonas aeruginosa enzyme; inhibition, % at 5.6 µM; AID 1556, 2009; purified IMP-1, nitrocefin hydrolysis, epi-absorbance fluorescence; 0.45% of 290,000 active; metallo-beta-lactamase IMP-1 (Pseudomonas aeruginosa);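 active means inhibition above the mean plus 3 SD of all compounds in the same screening run, cut at about 4.5% in these data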;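 further: 0% = IMP-1 with DMSO and 100% = DMSO wells lacking enzyme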
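System: purified recombinant IMP-1 beta-lactamase. Medium: Zinc- and detergent-supplemented HEPES buffer, pH 7.1. Compound: one 5.6 µM dose […]. Schedule: 15 min preincubation plus 25 min reaction at 25 °C. Technique: Epi-absorbance fluorescence, 480 nm excitation, 530 nm emission.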
DNA FID counter = compounds displacing fluorescent DNA intercalator, primary screen, artefact control for HCV NS3 helicase inhibitor project, biochemical, FID fluorescence; DNA fluorescent intercalator displacement; inhibition, % at 7.9 µM; 0.17% of 290,000 active; AID 1845, 2009; in the data active means inhibition above about 37%;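 further: 0% = vehicle and 100% = reference compound; higher means more ethidium bromide displaced from hairpin DNA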
IDE act = human IDE activators in live cells, primary screen, fluorescence polarization, HEK cells, FAbeta-B substrate | FAbeta-B cleavage; 0% vehicle, 100% cell-free pure enzyme wells | activation, % at 5.96 µM | Insulin-degrading enzyme (Homo sapiens), P14735 | 0.073% of 340,000 active;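 active means activation above the mean of all tested compounds plus 3 SD, set per screening campaign, cut at about 17% in these data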
SUMO HTRF inh = inhibitors of in vitro SUMOylation cascade, primary screen, biochemical, HTRF, uHTS | AID 2006, 2009 | inhibition, % at 35 µM | 0.36% of 290,000 active | HTRF SUMOylation assay, SAE1/SAE2 + UBC9 | SUMO-conjugating enzyme UBC9 (Homo sapiens), P63279; in the data active means inhibition above about 50%, passing the limit was not always enough; further: strong numbers were not always called active
Target sequence (P63279 whole entry, looked up): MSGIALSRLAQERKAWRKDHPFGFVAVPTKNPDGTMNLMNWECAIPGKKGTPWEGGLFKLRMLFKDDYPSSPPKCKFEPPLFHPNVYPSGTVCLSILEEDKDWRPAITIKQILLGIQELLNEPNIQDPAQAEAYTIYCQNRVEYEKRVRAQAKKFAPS
VIM-2 inhibitor = VIM-2 metallo-beta-lactamase inhibitors, primary screen, biochemical, epi-absorbance readout, Pseudomonas aeruginosa enzyme | AID 1527, 2009 | inhibition, % at 5.6 µM | purified VIM-2, nitrocefin hydrolysis, epi-absorbance fluorescence | 0.89% of 290,000 active;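 active means inhibition above the mean of all tested compounds plus 3 SD, cutoff set per screening run, cut at about 7.5% in these data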;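 further: red hydrolysis product quenches plate fluorescence so inhibitors raise well fluorescence; 0% = enzyme with DMSO and 100% = DMSO without enzyme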
M18AAP inhibitor = PfM18AAP inhibitors, malaria aminopeptidase, primary screen, biochemical, QFRET, recombinant enzyme; M18 aspartyl aminopeptidase (Plasmodium falciparum 3D7); H-Glu-NHMec fluorogenic cleavage; inhibition, % at 7.35 µM; 1.2% of 290,000 active;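 active means inhibition above the campaign mean inhibition over all tested compounds plus 3 SD, cut at about 28% in these data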;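 further: 0% = plate median of test compound wells and 100% = 2 mM ZnCl2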
NS3 helicase inh = inhibitors of HCV NS3 helicase, primary screen, biochemical, Cy5 molecular beacon fluorescence; 0.56% of 290,000 active; NS3 helicase DNA unwinding; AID 1800, 2009; inhibition, % at 10.9 µM;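 active means inhibition above the mean of all tested compounds plus 3 SD, set per campaign, cut at about 35% in these data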;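 further: 0% = DMSO wells and 100% = thioflavine S control wells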
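Control set: DMSO versus 110 µM thioflavine S; Material: NS3 helicase fragment of HCV; Measured by: Cy5 fluorescence at 0 and 60 min, beacon hairpin quenching; Read-out basis: percent inhibition from t60/t0 fluorescence ratio; Times: reaction time 60 min, 25 °C; Repeats: single replicate; Compound dosing: single dose, 10.9 µM nominal final, DMSO 0.8% final.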
Starred values were filed as active, the others as inactive; x = not tested or not shown.

SMILES | IDE inh | pCIP destab | IMP-1 inhibitor | DNA FID counter | IDE act | SUMO HTRF inh | VIM-2 inhibitor | M18AAP inhibitor | NS3 helicase inh
CSc1ccc(CNCCCSc2ncccn2)cc1 | 8 | -6 | -2.3 | 9 | 4 | 14 | -0.6 | -10 | -18
O=C(C1CCC(=O)N1C1CCCCC1)N1CCN(c2ccc(F)cc2)CC1 (configuration not stated) | -2 | 2 | -3.5 | -17 | 3 | 2 | -5.0 | 1 | 2
COc1ccc(S(=O)(=O)NC(CC(=O)NCc2ccco2)C(C)C)cc1 (configuration not stated) | -1 | 19 | -1.7 | -6 | 4 | 6 | -4.2 | 0 | -5
Cc1cc(=O)[nH]c(SCC(=O)N(CCC#N)c2ccccc2)c1C#N | -6 | 3 | -0.1 | 1 | -2 | 2 | -2.2 | 0 | -6
C=CCN1C(=O)c2ccc(C(=O)N(C)CC(=O)Nc3ccccc3Br)cc2C1=O | -2 | -7 | -2.5 | -17 | 5 | -4 | -1.8 | 3 | 2
O=C(NCCc1c[nH]c2ccccc12)/C(=C\c1cccnc1)NC(=O)c1ccccc1F | -1 | -10 | -1.2 | -15 | 2 | 16 | -3.0 | -1 | 2
Cc1ccc(S(=O)(=O)N2CCCC2)cc1[N+](=O)[O-] | 6 | 4 | -1.8 | 2 | 3 | -1 | -1.0 | -10 | 3
O=C(Cc1cccs1)Nc1nc(-c2ccc(F)c(F)c2)cs1 | -4 | 7 | -3.1 | -1 | 1 | -2 | -2.9 | 4 | -4
CCN(CC)S(=O)(=O)c1ccc2c3c(cccc13)C(=O)N2 | -6 | -10 | -3.9 | 8 | -2 | 11 | 0.1 | 5 | -6
FC(F)(F)c1cccc(N2CCN(C(=S)NCC3CCCO3)CC2)c1 (configuration not stated) | 4 | 4 | 0.5 | -13 | 5 | 8 | -4.4 | -3 | -3
COC(=O)c1ccc(NC(=O)C(=O)c2cccn2C)cc1 | 2 | -8 | -2.6 | 6 | -1 | 21 | -5.1 | 2 | 6
COc1ccccc1N(CC(=O)NCCSCc1ccc(Cl)cc1)S(C)(=O)=O | 5 | -4 | -4.0 | -46 | -1 | 11 | -3.8 | -8 | 5
COc1cc(C(C)=O)ccc1OCc1cc(C(=O)N2CCSCC2)no1 | 6 | -3 | -1.5 | -19 | 2 | -1 | 0.3 | 0 | 7
COc1ccc(NC(=O)CCC(=O)c2ccc(-c3ccccc3)cc2)cc1 | 6 | -12 | -0.6 | 2 | -6 | -4 | 0.5 | -1 | 5
COc1ccc(S(=O)(=O)NCc2ccc(C)cc2)cc1 | 1 | -4 | -2.8 | -9 | 4 | 12 | -5.1 | 5 | 5
O=C(Cc1ccc(Cl)cc1)Nc1ccc(N2CCN(C(=O)c3ccco3)CC2)c(Cl)c1 | 0 | -20 | -3.1 | -24 | 8 | 11 | -1.4 | -1 | -7
c1ccc(-c2nnc(SCc3nc4ccccc4[nH]3)n2Cc2ccco2)nc1 | 1 | 4 | -2.5 | -19 | -1 | 25 | -4.0 | 0 | -5
CCOc1ccc(CNC(=O)CCc2cn(C)c3ccccc23)cc1 | -4 | -3 | -1.3 | -25 | 1 | -6 | -1.7 | 0 | -9
C/C=C/C=C\C(=O)Nc1cccc(C2=NOC3(C2)C[C@@H](C(N)=O)N(C(=O)/C(C)=C/C)C3)c1 (some centres not stated) | 0 | 5 | x | x | 1 | 2 | x | x | x
CCOC(=O)c1sc(NC(=O)CSc2ccccn2)c(C#N)c1C | -1 | 0 | -2.0 | 1 | -4 | 10 | -0.8 | -4 | 7
COc1ccc(C(=O)NCC(=O)N2CCC3(CC2)NCCc2[nH]cnc23)cc1 | -8 | -1 | -1.1 | 18 | 4 | -11 | -2.6 | 0 | -2
CCOC(=O)c1sc(NC(=O)CCN2C(=O)c3cccc([N+](=O)[O-])c3C2=O)c(C(=O)OCC)c1C | 2 | 0 | -1.8 | -4 | 10 | -5 | -1.6 | 1 | 5
O=C(Cc1coc(-c2ccc(F)cc2)n1)Nc1ccccc1 | -1 | 1 | -2.4 | -9 | 0 | -9 | -2.4 | -3 | -1
Fc1ccc(-n2c(-c3cccs3)nc3nc4ccccc4nc32)cc1 | -1 | -1 | -0.3 | -3 | 3 | -2 | -0.2 | -4 | 10
CCOc1[nH]n(-c2ccccc2)c(=O)c1C=Nc1ccc(C)cc1 | 1 | -3 | -2.2 | 3 | 0 | 0 | -1.6 | 6 | 7

Profiles, looked up by structure. Order of values: IDE inh | pCIP destab | IMP-1 inhibitor | DNA FID counter | IDE act | SUMO HTRF inh | VIM-2 inhibitor | M18AAP inhibitor | NS3 helicase inh
O=C(Cc1cccs1)Nc1nc(-c2ccc(F)c(F)c2)cs1 is entered as -4 | 7 | -3.1 | -1 | 1 | -2 | -2.9 | 4 | -4
CCOC(=O)c1sc(NC(=O)CSc2ccccn2)c(C#N)c1C is entered as -1 | 0 | -2.0 | 1 | -4 | 10 | -0.8 | -4 | 7

Later entries
SMILES | IDE inh | pCIP destab | IMP-1 inhibitor | DNA FID counter | IDE act | SUMO HTRF inh | VIM-2 inhibitor | M18AAP inhibitor | NS3 helicase inh
CC(C)(C)C1CCc2c(sc(NC(=O)c3ccco3)c2C(N)=O)C1 (configuration not stated) | -2 | -32 | -3.5 | -6 | 10 | -17 | -2.0 | 1 | 5
O=C(NCCc1ccccc1)C(=O)NCC1OCCN1S(=O)(=O)c1ccc([N+](=O)[O-])cc1 (configuration not stated) | -2 | 0 | -2.7 | -11 | 3 | 5 | -0.6 | 3 | -9
COc1cccc(C(=O)N2CCC(C(=O)N3CCN(C)CC3)CC2)c1 | x | -10 | -2.5 | -1 | 1 | 8 | -4.9 | 5 | 2
CCCOc1ccc(C(=O)Nc2ccc(NC(=O)c3cccs3)cc2)cc1 | 3 | 6 | -2.8 | -3 | 2 | 30 | -1.4 | -6 | -9
COC(=O)c1ccc(Cl)c(NC(=O)c2cccc([N+](=O)[O-])c2C)c1 | 3 | 7 | -1.9 | -3 | 0 | 7 | -2.0 | 5 | 6
COc1cc(OC)c2c(c1)C(=O)OC2 | -1 | -1 | -4.4 | 1 | 1 | -1 | -2.3 | -3 | -9
COc1ccc(CCN(Cc2cccs2)S(=O)(=O)c2ccc(S(=O)(=O)N3CCC(C)CC3)cc2)cc1OC | -1 | -12 | -2.8 | -4 | 3 | 8 | -4.7 | 0 | -12
O=C(NCCc1ccccc1)/C(=C/c1ccco1)c1ccccc1 | 0 | -12 | 1.4 | -20 | -3 | 16 | 1.0 | -7 | 20
Cc1ccc(S(=O)(=O)N2CCCC(C(=O)NNCC(=O)Nc3cc(F)ccc3F)C2)cc1 (configuration not stated) | 4 | 2 | -3.7 | -15 | 4 | -11 | -2.2 | 6 | 1
Cc1ccc(NC(=O)COc2cccc(-n3cnnn3)c2)cc1[N+](=O)[O-] | 9 | -18 | -1.7 | 5 | 1 | -10 | -3.8 | 7 | 1
Cc1ccccc1-n1c(SCC(=O)Nc2cccc3ccccc23)nc(O)cc1=O | 1 | 6 | 1.6 | -37 | 3 | 1 | 0.6 | 4 | 1
O=[N+]([O-])c1cc(S(=O)(=O)C(F)(F)F)ccc1Sc1nc2ccccc2[nH]1 | 10 | 2 | -1.5 | 11 | 6 | -2 | -5.4 | -7 | -2
Cc1ccc(NC(=O)CN(C)C(=O)CCC(=O)c2cccs2)cc1 | -3 | 3 | 8.9* | -9 | 0 | 5 | -2.1 | 1 | 20
CCn1c(SCC(=O)Nc2cccc(OC)c2)nnc1-c1ccc(Cl)cc1 | -5 | 0 | -2.1 | -25 | -2 | 2 | -0.5 | 8 | -6
CC1=CC(C2CC(=O)N(c3ccc(C)cc3)C2=O)CC2C(=O)N(c3ccc(C)cc3)C(=O)C12 (configuration not stated) | -4 | 5 | -3.0 | -33 | 8 | 2 | -1.6 | -11 | -5
CC(=O)NC(NC(C)=O)c1ccc(Br)cc1 | -2 | 8 | -2.1 | 2 | 9 | -7 | 1.1 | -4 | 4
CCC(C)NC(=O)c1ccccc1SC (configuration not stated) | 0 | -12 | -0.7 | 0 | -5 | 2 | 2.0 | 2 | 8
CCOC(=O)c1ccc(NC(=O)c2nc[nH]c2C(=O)N[C@H](C)c2ccccc2)cc1 | -5 | 0 | x | x | 3 | -9 | x | x | x
CCCOc1cccc(C(=O)NC(=S)Nc2cccc(NC(=O)c3ccccc3Cl)c2)c1 | -3 | -14 | 1.0 | -3 | -7 | -7 | -2.3 | 2 | -2
CC(OC(=O)Cc1coc2cc3c(cc12)CCC3)C(=O)NCc1ccc2c(c1)OCO2 (configuration not stated) | -2 | -2 | -2.7 | -13 | -3 | -6 | -5.2 | -6 | 3
COc1cc(C(=O)Nc2ccc(C(=O)O)cc2)ccc1OC(C)=O | 7 | -4 | -3.8 | 0 | 2 | -8 | -2.5 | -8 | 2
O=C(CCCN1C(=O)c2ccccc2C1=O)Nc1cccnc1 | 8 | -2 | -0.1 | -5 | 4 | 0 | -0.4 | 0 | 14
O=C(COC(=O)c1cnccn1)c1ccc2c(c1)CCCC2 | 7 | -6 | -2.5 | -12 | -7 | 15 | -0.9 | 1 | 6
CCOC(=O)C1CCN(C(=O)CNS(=O)(=O)c2cccs2)CC1 | -4 | 2 | -3.4 | -3 | 5 | -1 | -6.2 | -3 | 0
COc1cccc(NC(=O)NCCN2CCCCC2)c1 | 3 | -6 | -1.8 | -1 | -4 | 18 | -1.1 | 3 | 3
O=C(CSc1ncnc2sc3c(c12)CCC3)NCC1CCCO1 (configuration not stated) | -1 | 4 | -0.6 | -22 | -1 | 26 | 2.2 | -7 | -5
Cc1ccccc1OCC(=O)NNC(=O)CN1C(=O)c2ccccc2C1=O | 1 | -5 | -2.6 | -4 | 7 | -6 | -3.2 | 3 | 6
Clc1cccc(N2CCN(CCNc3nc4ccccc4n4cnnc34)CC2)c1 | 5 | -6 | -3.3 | -9 | 6 | 16 | -2.9 | 5 | -8

An excerpt from above in order of their number in M18AAP inhibitor, falling:
SMILES | M18AAP inhibitor
O=C(NCCc1ccccc1)C(=O)NCC1OCCN1S(=O)(=O)c1ccc([N+](=O)[O-])cc1 (configuration not stated) | 3
CCOC(=O)c1sc(NC(=O)CCN2C(=O)c3cccc([N+](=O)[O-])c3C2=O)c(C(=O)OCC)c1C | 1
CCOc1ccc(CNC(=O)CCc2cn(C)c3ccccc23)cc1 | 0
O=C(Cc1ccc(Cl)cc1)Nc1ccc(N2CCN(C(=O)c3ccco3)CC2)c(Cl)c1 | -1
Fc1ccc(-n2c(-c3cccs3)nc3nc4ccccc4nc32)cc1 | -4
CC(OC(=O)Cc1coc2cc3c(cc12)CCC3)C(=O)NCc1ccc2c(c1)OCO2 (configuration not stated) | -6
